Screens from PubChem.
GIRK2 act: GIRK2 channel activators by thallium flux; 34,000 tested, under 10 active; activation (% efficacy), % for hits at 37.5 µM; P48051; HEK293 GIRK2/NPY4 cells, thallium flux fluorescence; AID 1259324;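 active = primary screen hit, no activity in plain HEK293 cells, and in GIRK2-only cells above 5% efficacy rising with concentration; inactive = the rest, including fluorescent compounds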;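 note: efficacy is normalized control-subtracted fluorescence 15 s after thallium addition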
Target sequence (P48051 whole entry, looked up): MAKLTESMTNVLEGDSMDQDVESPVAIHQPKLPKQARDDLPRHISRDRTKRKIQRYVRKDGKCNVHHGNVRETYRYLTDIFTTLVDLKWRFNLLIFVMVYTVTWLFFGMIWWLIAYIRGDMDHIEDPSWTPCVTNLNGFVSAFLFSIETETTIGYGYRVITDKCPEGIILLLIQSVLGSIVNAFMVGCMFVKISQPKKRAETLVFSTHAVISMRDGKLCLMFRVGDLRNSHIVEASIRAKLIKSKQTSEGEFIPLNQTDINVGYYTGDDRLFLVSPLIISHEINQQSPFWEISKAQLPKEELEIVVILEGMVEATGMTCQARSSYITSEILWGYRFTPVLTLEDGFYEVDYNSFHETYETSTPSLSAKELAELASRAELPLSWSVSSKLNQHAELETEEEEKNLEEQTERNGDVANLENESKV
Calls only; i = inactive. An excerpt; count on the stated rates, not on these rows.

SMILES	GIRK2 act
NS(=O)(=O)c1ccc(CNC(=O)Cc2csc(Nc3ccc(F)cc3)n2)cc1	i
NS(=O)(=O)CCCOc1ccc(F)cc1	i
O=C(NCCN1CCOC(c2ccccc2)C1)c1cc2ccccc2oc1=O (stereo not drawn)	i
O=C1CCC(=O)N1CC(=O)N1CCCSCC1CN1CCOCC1 (stereo not drawn)	i
CCCN1C(=O)NC2(CCN(C(=O)C3CCCCC3)CC2)C1=O	i
CCN(Cc1ccccc1)C(=O)CSc1nc2cc(OC)c(OC)cc2c2nc(C)nn12	i
CC(C)N1CCC(CNC(=O)C(=O)NC(C)(C)C)CC1	i
Cc1cc(C)n(CCNC(=O)/C=C/c2ccco2)n1	i
Cc1ccc(-n2ccnc2N2CCN(CC(=O)Nc3ccccc3C)CC2)cc1	i
O=S(=O)(NCC1CCN(Cc2ccco2)CC1)c1cccc2ccccc12	i
CC(C)NCC(O)COC12CC3CC(CC(C3)C1)C2 (stereo not drawn)	i
O=C(Nc1ccc2c(c1)C(=O)N1CCCCC1CCO2)Nc1ccccc1C(F)(F)F (stereo not drawn)	i
Cc1cc(C)n(CC(=O)NCCc2c[nH]c3ccccc23)n1	i
CC(=O)Nc1ccc(S(=O)(=O)N2CCN(c3ccc(NCC4CCCO4)nn3)CC2)cc1 (stereo not drawn)	i
O=C(NCC1(c2cccs2)CCCC1)C12CC3CC(CC(C3)C1)C2	i
COc1cc(OC)cc(C(=O)Nn2cnc3c(cnn3C(C)(C)C)c2=O)c1	i
O=C(NCCCc1ccccc1)N1CCN(CCn2cccn2)CC1	i
Cc1nn(C2CCS(=O)(=O)C2)c2nc(-c3ccco3)cc(C(=O)NC3CC3)c12 (stereo not drawn)	i
COC(=O)c1ccc(NC(=O)C(=O)NCC(O)c2ccsc2)cc1 (stereo not drawn)	i
CC(=O)N1CCN(c2nc3c(c(=O)[nH]c(=O)n3C)n2CCCc2ccccc2)CC1	i
Cc1ccc(NC(=O)c2cc(-c3ccc(F)cc3)nc3c2c(C)nn3C2CCS(=O)(=O)C2)cc1 (stereo not drawn)	i
COc1ccc(OC)c(-c2n[nH]c(C(=O)O)c2C)c1	i
O=C(c1cnccn1)N1CC(C(=O)N2CCN(Cc3ccccn3)CC2)C1	i
Cc1ccc(-c2ccc(SCC(=O)Nc3ccccc3[N+](=O)[O-])nn2)cc1	i
CS(=O)(=O)N1CCC(C(=O)NCC2CCN(C(=O)COc3ccccc3)CC2)CC1	i
SMILES	GIRK2 act
Cn1c(=O)c2c(nc(NCCC(c3ccccc3)c3ccccc3)n2CC(=O)O)n(C)c1=O	i
CC(C)(Oc1ccc(Cl)cc1)C(=O)N1CCC(c2cccs2)CC1	i
CC(C)c1ccc(NC(=O)C(=O)NCC2CCN(c3cnccn3)CC2)cc1	i
CS(=O)(=O)N1CCC(C(=O)N(Cc2ccccn2)c2nc3ccc(F)cc3s2)CC1	i
O=C(NCCN1CCC(c2cccs2)CC1)C(=O)Nc1cccnc1	i
COc1ccc(CCNC(=O)c2csc3c2CCCC3)cc1OC	i
COc1ccc(Br)c(C(=O)Nc2ccc3c(c2)N(C(=O)C2CCCC2)CC3)c1	i
Cc1ccc2sc(=NC(=O)c3ccn(C)n3)n(C)c2c1C	i
O=C(c1ccc2c(=O)n(Cc3ccccc3Cl)c(=S)[nH]c2c1)N1CCCC1	i
COc1ccc(S(=O)(=O)c2c(C)cc(C)n(CC(=O)Nc3ccc(OC)cc3OC)c2=O)cc1	i
COc1ccc2nc(-c3ccc(OC)c(NS(=O)(=O)c4ccccc4Cl)c3)cn2n1	i
O=C(Nc1nnc(C2CCCCC2)o1)c1ccc(Br)o1	i
COc1ccc(Cl)cc1C(=O)N1CCN(c2ccc(-c3cccnc3)nn2)CC1	i
Cc1c(Cl)cccc1NC(=O)CCc1csc(NC(=O)c2ccco2)n1	i
Cc1cc(NC(=O)CC(C)(C)C)n(-c2nc3c(cnn3-c3ccc(C)c(C)c3)c(=O)[nH]2)n1	i
Cc1cc(-c2nnc(NC(=O)CSc3ccc(Cl)cc3)o2)nn1C	i
CCOC(=O)c1ccsc1NC(=O)C1CCCN(S(C)(=O)=O)C1 (stereo not drawn)	i
N#Cc1cccc(C(=O)NCC(O)Cc2ccccc2)c1 (stereo not drawn)	i
CC(=O)OCc1c(OC(C)=O)ccc2c1O/C(=C\c1ccc3c(c1)OCO3)C2=O	i
O=C(Nc1nnc(CS(=O)(=O)c2ccccc2)o1)c1ccc(Oc2ccccc2)cc1	i
Cc1ccc(-c2cc(=O)n(CC(=O)Nc3nc(C)cs3)cn2)cc1	i
O=C(CCCNS(=O)(=O)c1ccc(F)cc1)NCc1cccnc1	i
CCNC(=O)C1CCN(c2cc(SCC(=O)Nc3ccc(C)cc3)ncn2)CC1	i
Cc1nc2ccc3nc(NC(=O)c4ccn(C(C)C)n4)sc3c2s1	i
CS(=O)(=O)N1CCCCC1C(=O)N(CC1CCCO1)c1nc2c(F)cccc2s1 (stereo not drawn)	i
SMILES	GIRK2 act
Cc1c(Cl)cccc1NC(=O)c1ccc(=O)n(Cc2ccc(F)cc2)n1	i
CN1CCN(n2c3c(c(SCC(=O)Nc4ccc5c(c4)OCCO5)nc2=O)CCC3)CC1	i
O=C(CCc1ccccc1)N1CCN(c2ncnc3c2nnn3Cc2ccccc2)CC1	i
COc1ccc(CCn2c(N3CCCCC3)nc3c2c(=O)[nH]c(=O)n3C)cc1	i
COc1ccc(Br)c(C(=O)NCC(C)(O)c2ccc3c(c2)OCO3)c1 (stereo not drawn)	i
COc1ccc(Cl)cc1NC(=O)Nc1c(C)nc2sccn2c1=O	i
CS(=O)(=O)N1CCN(CCNC(=O)C2c3ccccc3Oc3ccccc32)CC1	i
O=C1c2ccccc2C(=O)N1CCC12CC3CC(CC(C3)C1)C2	i
Cc1ccc(CNC(=O)C(=O)Nc2c3c(nn2-c2ccc(C)cc2)CSC3)cc1	i
O=C(Cc1ccccc1)NCCS(=O)(=O)N1CCN(Cc2ccccc2)CC1	i
COc1cc(CN2CCC(c3nnc(C)s3)CC2)cc(OC)c1	i
Cc1nnc(NC(=O)CCc2csc3nc(-c4ccc(Cl)cc4)cn23)s1	i
COc1cccc(CNC(=O)c2nc(-c3cnccn3)no2)c1	i
Cc1ccsc1-c1nnc(CC(=O)NCc2ccccc2F)o1	i
CC(C)C(=O)Nc1ccc(C(=O)NCCNC(=O)c2cc3ccccc3oc2=O)cc1	i
Cn1cccc1C(O)CNC(=O)Cn1c(=O)oc2ccccc21 (stereo not drawn)	i
O=C(Nc1ccc(N2CCCCC2=O)cc1)c1cc(Cl)ccc1Cl	i
COc1ccc(-c2ccc(=O)n(CCNC(=O)C(C)Oc3ccccc3F)n2)cc1OC (stereo not drawn)	i
O=S(=O)(NCc1ccccn1)c1c(Cl)cccc1Cl	i
CCn1nnc2c(SCC(=O)NC3CCCCC3)ncnc21	i
CCOc1ccc(CC(=O)N2CCN(c3nccn3CC)CC2)cc1	i
CC(O)(CNC(=O)NCCc1ccccc1)c1ccc(-c2ccccc2)cc1 (stereo not drawn)	i
COc1cc(NC(=O)c2ccc(F)c(F)c2)ccc1N1CCCC1=O	i
Cc1ccc(C)c(Sc2cc(N3CCC(C(=O)NCCc4ccccc4)CC3)ncn2)c1	i
Cn1nnc2c(SCc3cccc4ccccc34)ncnc21	i
SMILES	GIRK2 act
Cc1cc(C(=O)NCC2(O)CCOCC2)no1	i
COC(=O)c1ccccc1NC(=O)CNC(=O)c1cn(C)nc1OC	i
Cc1nc(-c2ccc(F)cc2)sc1-c1cc(C(=O)N2CCN(c3ccccc3)CC2)n[nH]1	i
CCCCOc1ccc(C(=O)Nc2cc(C)nn2C(C)C)cc1	i
O=S(=O)(c1ccc(Cl)cc1)N1CCN(Cc2nc(-c3ccco3)cs2)CC1	i
CS(=O)(=O)N1CCCC(C(=O)Nc2nnc(CS(=O)(=O)c3ccccc3)o2)C1 (stereo not drawn)	i
Cn1cnc2cc(OC(=O)c3ccc4ncsc4c3)ccc21	i
O=C(Cc1cccs1)NCC(c1ccco1)N1CCOCC1 (stereo not drawn)	i
Cc1ccc2nc(C3CC(=O)N(c4ccccc4)C3)[nH]c2c1 (stereo not drawn)	i
O=C(Nc1nnc(COc2ccccc2)o1)C1CCCC1	i
O=C(Nc1nnc(-c2cccnc2)o1)C1CCN(S(=O)(=O)c2ccc(Cl)s2)CC1	i
CCC(C(=O)N1CCN(c2ccc(-c3ccccn3)nn2)CC1)c1ccccc1 (stereo not drawn)	i
COc1cn(CC(=O)Nc2ccc([N+](=O)[O-])cc2)c(CSc2nncn2C)cc1=O	i
O=C(NCCN1CCOCC1)C(=O)Nc1ccc2c(c1)OCCO2	i
CCOc1cccc(-c2nc(C(N)=O)c3[nH]c(=O)n(-c4cccc(OC)c4)c3n2)c1O	i
COc1cc(NC(=O)c2ccc(C(F)(F)F)cc2)ccc1N1CCCC1=O	i
COc1cc(C(=O)Nc2cccc(N3CCCC3=O)c2)c([N+](=O)[O-])cc1OC	i
CC(C)c1cc(=O)[nH]c(-n2nc(C3CC3)cc2NC(=O)C2CC2)n1	i
COc1ccc(CCS(=O)(=O)Nc2ccc3c(c2)N(C(C)=O)CC3)cc1	i
CN(C)S(=O)(=O)c1ccc(C(=O)Nn2cnc3c(cnn3C(C)(C)C)c2=O)cc1	i
CC(C)OC(=O)C1(C(=O)OC(C)C)CC2(COC(c3ccccc3)OC2)C1	i
O=C(Cc1ccc(Cl)cc1)NCC(=O)N1CCOC(c2ccccc2)C1 (stereo not drawn)	i
CN(C)CCCN(C(=O)c1ccno1)c1nc2ccc(Cl)cc2s1	i
Cc1csc(C(=O)NCC2CCN(C(=O)COc3ccccc3)CC2)c1	i
O=S(=O)(NCC1(c2cccs2)CC1)c1ccc(OC(F)(F)F)cc1	i
SMILES	GIRK2 act
CC(C)NC(=O)c1nsc(C(=O)NCc2ccccc2)c1N	i
O=C(Nc1nnc(Cc2cccs2)o1)C1CCCN1S(=O)(=O)c1ccc(F)cc1 (stereo not drawn)	i
CCOC(=O)Cc1csc(NC(=O)Cn2cnc(-c3ccc(OC)cc3)cc2=O)n1	i
NC(=O)Cn1nnn(-c2ccc(NC(=O)C3COc4ccccc4O3)cc2)c1=O (stereo not drawn)	i
CC1CC(=O)Nc2c1c(NC(=O)c1nc3ccccc3s1)nn2C (stereo not drawn)	i
CN(C)C(CNC(=O)C1(c2ccccc2)CCOCC1)c1cccs1 (stereo not drawn)	i
COc1ccc(S(=O)(=O)N2CCC(C(=O)Nc3nc4c(C)cccc4s3)CC2)cc1	i
CC(=O)N1CCc2ccc(NS(=O)(=O)c3ccc(F)cc3)cc21	i
CC(C)(CO)NC(=O)Cc1ccc(NC(=O)Nc2ccc3c(c2)OCO3)cc1	i
CCCCN(C)C(=O)Cn1c(Cc2ccc(OC)cc2)nc2ccccc21	i
COc1ccccc1NC(=O)CN1CCC(c2nc(-c3ccccc3Cl)no2)CC1	i
CCOc1ncccc1C(=O)N1CCN(c2ccc(-c3ccc(OC)c(OC)c3)nn2)CC1	i
Cc1ccc(NC(=O)C(=O)NCC2CCN(C(=O)NC(C)(C)C)CC2)cc1C	i
CCOCCOc1nc2c(c(=O)n(C)c(=O)n2C)n1Cc1ccc(C)cc1	i
O=C(CCS(=O)(=O)c1ccccc1)NCC1(O)CCc2ccccc21 (stereo not drawn)	i
COc1cc(OC)cc(C(=O)NCC2CCN(Cc3cccs3)CC2)c1	i
CC(=O)Nc1ccc(NC(=O)Cn2cc(-c3ccccc3C)c(N3CCOCC3)n2)cc1	i
COc1ccccc1-c1c(C)nn2c(-n3nc(C)cc3C)cc(C)nc12	i
Cc1noc(C)c1S(=O)(=O)NCC1CCN(C(=O)/C=C/c2ccco2)CC1	i
COC1CCN(S(=O)(=O)c2ccc(Cl)s2)CC1	i
Cc1nn(C2CCS(=O)(=O)C2)c2nc(-c3ccco3)cc(C(=O)N3CCOCC3)c12 (stereo not drawn)	i
COc1cc(COCC2CCN(C(=O)C(C)Oc3ccccc3)CC2)cc(OC)c1 (stereo not drawn)	i
Cc1ccc(-c2csc(NC(=O)c3ccnn3C)n2)cc1C	i
CC(=O)Nc1cccc(NC(=O)CSc2nc(=O)n(N3CCN(C)CC3)c3c2CCC3)c1	i
COc1ccc(-c2ccc(N3CCN(C(=O)CCSc4ccccc4)CC3)nn2)cc1	i
O=S(=O)(Cc1ccc(F)cc1)NCC1CCN(Cc2ccco2)CC1	i
CC(=O)N1CCN(S(=O)(=O)c2ccc(C(=O)Nc3cccc(C)c3)cc2)CC1	i
COc1cn(CC(=O)Nc2ccc(C)c(Cl)c2)c(CSc2nccn2C)cc1=O	i
Cc1ccc(C)c(N2CCN(S(=O)(=O)c3ccsc3C(=O)NCc3cccs3)CC2)c1	i

Not a retest: 17 of the compounds above.
SMILES	GIRK2 act
Cc1ccc(NC(=O)c2cc(-c3ccc(F)cc3)nc3c2c(C)nn3C2CCS(=O)(=O)C2)cc1 (stereo not drawn)	i
COc1ccc(OC)c(-c2n[nH]c(C(=O)O)c2C)c1	i
O=C(c1cnccn1)N1CC(C(=O)N2CCN(Cc3ccccn3)CC2)C1	i
Cc1ccc(-c2ccc(SCC(=O)Nc3ccccc3[N+](=O)[O-])nn2)cc1	i
CS(=O)(=O)N1CCC(C(=O)NCC2CCN(C(=O)COc3ccccc3)CC2)CC1	i
Cn1c(=O)c2c(nc(NCCC(c3ccccc3)c3ccccc3)n2CC(=O)O)n(C)c1=O	i
CC(C)(Oc1ccc(Cl)cc1)C(=O)N1CCC(c2cccs2)CC1	i
CC(C)c1ccc(NC(=O)C(=O)NCC2CCN(c3cnccn3)CC2)cc1	i
CS(=O)(=O)N1CCC(C(=O)N(Cc2ccccn2)c2nc3ccc(F)cc3s2)CC1	i
O=C(NCCN1CCC(c2cccs2)CC1)C(=O)Nc1cccnc1	i
COc1ccc(CCNC(=O)c2csc3c2CCCC3)cc1OC	i
COc1ccc(Br)c(C(=O)Nc2ccc3c(c2)N(C(=O)C2CCCC2)CC3)c1	i
Cc1ccc2sc(=NC(=O)c3ccn(C)n3)n(C)c2c1C	i
O=C(c1ccc2c(=O)n(Cc3ccccc3Cl)c(=S)[nH]c2c1)N1CCCC1	i
COc1ccc(S(=O)(=O)c2c(C)cc(C)n(CC(=O)Nc3ccc(OC)cc3OC)c2=O)cc1	i
COc1ccc2nc(-c3ccc(OC)c(NS(=O)(=O)c4ccccc4Cl)c3)cn2n1	i
O=C(Nc1nnc(C2CCCCC2)o1)c1ccc(Br)o1	i
